M5 ag: CHRM5 agonism in calcium assay; P08912; CHO-K1 hM5 cells, Fluo-8 calcium fluorescence; 0% DMSO wells, 100% maximal acetylcholine response; activation, % at 3 µM; hit rate 0.19% among 360,000;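 active means activation above the run's mean over test compounds plus 3 SD, cut at about 23% in these data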;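 further: signal is peak over basal fluorescence ratio across the kinetic read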
Target sequence (P08912 whole entry, looked up): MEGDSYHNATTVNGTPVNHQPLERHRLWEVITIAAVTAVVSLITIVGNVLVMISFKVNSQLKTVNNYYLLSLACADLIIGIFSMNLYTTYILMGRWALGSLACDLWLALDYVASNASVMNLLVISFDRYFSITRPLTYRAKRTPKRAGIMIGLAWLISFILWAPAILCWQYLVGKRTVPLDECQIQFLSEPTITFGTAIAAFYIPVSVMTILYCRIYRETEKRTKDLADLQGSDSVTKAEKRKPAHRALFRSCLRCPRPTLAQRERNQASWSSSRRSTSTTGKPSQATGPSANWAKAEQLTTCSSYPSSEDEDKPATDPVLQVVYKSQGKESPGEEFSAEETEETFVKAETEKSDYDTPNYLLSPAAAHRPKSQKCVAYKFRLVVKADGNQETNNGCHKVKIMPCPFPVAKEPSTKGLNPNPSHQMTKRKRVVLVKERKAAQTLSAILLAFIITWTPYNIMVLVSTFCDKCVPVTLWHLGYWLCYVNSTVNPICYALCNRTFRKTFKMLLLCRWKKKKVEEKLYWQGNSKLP
CHO-K1 Ca PAM: nonselective activator or artifact in parental CHO-K1 calcium assay | ATP EC20, Fluo-8 calcium fluorescence; 0% at ATP EC20, 100% at ATP max | activation, % at 3 µM | hit rate 0.02% among 360,000 | AID 602247;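 active means activation above the run cutoff, the mean activation of all test compounds plus 3 SD, cut at about 40% in these data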;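 further: peak over basal fluorescence ratio in a 140 s read after ATP addition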
M4 ag: agonists of human muscarinic M4 receptor (CHRM4); hit rate 0.14% among 360,000; activation, % at 3 µM; CHO-K1 hM4/Gqi5, Fluo-8 calcium fluorescence; vehicle 0%, full acetylcholine response 100%; P08173;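 active means activation above the run mean over all test wells plus 3 SD, cut at about 32% in these data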;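 further: peak over basal fluorescence ratio per well then scaled between controls; 0% = DMSO wells and 100% = acetylcholine at EC100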
Target sequence (P08173 whole entry, looked up): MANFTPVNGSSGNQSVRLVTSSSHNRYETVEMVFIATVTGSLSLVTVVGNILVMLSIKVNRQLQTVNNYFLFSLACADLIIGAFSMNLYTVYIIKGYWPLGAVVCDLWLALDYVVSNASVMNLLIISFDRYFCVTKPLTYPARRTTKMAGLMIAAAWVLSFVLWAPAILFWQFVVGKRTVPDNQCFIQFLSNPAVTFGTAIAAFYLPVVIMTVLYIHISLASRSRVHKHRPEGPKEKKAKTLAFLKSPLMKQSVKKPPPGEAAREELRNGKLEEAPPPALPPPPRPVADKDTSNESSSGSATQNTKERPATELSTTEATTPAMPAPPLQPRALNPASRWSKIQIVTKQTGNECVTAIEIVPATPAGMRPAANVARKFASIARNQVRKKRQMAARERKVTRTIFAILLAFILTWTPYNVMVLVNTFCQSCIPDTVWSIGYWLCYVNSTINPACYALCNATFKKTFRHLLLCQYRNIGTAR
M4 antag: CHRM4 antagonism in calcium assay; CHO-hM4 cells, ACh EC80, Fluo-8 calcium fluorescence; P08173; inhibition, % at 3 µM; hit rate 0.73% among 360,000; AID 624125;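 active means inhibition above its plate's cutoff, the mean inhibition of sample wells plus 3 SD, cut at about 27% in these data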;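 further: 0% = acetylcholine EC80 with DMSO and 100% = DMSO without agonist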
M4 PAM: positive allosteric modulators of human muscarinic M4 receptor; activation, % at 3 µM; CHO-K1 hM4/Gqi5, Fluo-8 calcium fluorescence, ACh EC20; 0% = ACh EC20, 100% = maximal ACh; hit rate 0.4% among 360,000; P08173;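 active means activation above its plate's cutoff, the mean activation of sample wells plus 3 SD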; further: some results filed as inactive read as strong as hits
CHO-K1 Ca ag: nonselective activator or artifact in parental CHO-K1 cells; activation, % at 3 µM; hit rate 0.48% among 360,000; Fluo-8 calcium fluorescence; scaled to maximal ATP response, vehicle zero; in the data active means activation above about 15%;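 further: untransfected CHO-K1 host cells lacking M1 receptor as counterscreen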
CHO-K1 Ca antag: M1 antagonist counterscreen hit in parental CHO-K1 cells. hit rate 0.6% among 360,000. inhibition, % at 3 µM. ATP-induced calcium, Fluo-8 fluorescence. AID 602250;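 active means inhibition above a per-plate cutoff, the plate's mean sample inhibition plus 3 SD, cut at about 24% in these data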;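 further: 0% = DMSO plus EC80 ATP and 100% = DMSO alone without ATP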
M5 antag: antagonists of human muscarinic M5 receptor (CHRM5). P08912. CHO-hM5 cells, Fluo-8 calcium fluorescence, ACh EC80. inhibition, % at 3 µM. hit rate 0.59% among 360,000;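 active means inhibition above a per-plate cutoff, the mean of that plate's test compounds plus 3 SD, cut at about 27% in these data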;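 further: 0% = acetylcholine EC80 with DMSO and 100% = DMSO without agonist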
M5 PAM: potentiates acetylcholine response at human M5 receptor; activation, % at 3 µM; hit rate 0.3% among 360,000; CHO-K1 hM5, Fluo-8 calcium, ACh EC20 PAM; 0% = ACh EC20, 100% = ACh EC100; AID 624038;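 active means activation above the run cutoff, the mean activation of all test compounds plus 3 SD, cut at about 18% in these data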
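System – CHO-K1 hM5 cells · Compound – 3 µM, single dose · Incubation – compound preincubation 140 s before EC20 acetylcholine addition · Technique – Fluo-8 calcium fluorescence · Measure – Max/basal fluorescence ratio as % of EC20–EC100 ACh window · Benchmarks – low control EC20 acetylcholine (0%), high control EC100 acetylcholine (100%) · Replication – singlicate, one well per test compound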
Starred values were filed as active, the others as inactive.

Below each compound: M5 ag	CHO-K1 Ca PAM	M4 ag	M4 antag	M4 PAM	CHO-K1 Ca ag	CHO-K1 Ca antag	M5 antag	M5 PAM
O=C1CNC(=O)c2cc(Cl)ccc2N1
→ 0	6	0	3	-3	-0.1	-6	0	-5
CSc1ccccc1C(=O)NC1CCCN(Cc2ccccc2F)C1 (centres undefined)
→ -7	3	1	-8	-7	0.6	-18	0	0
CC1(C(=O)NC2CCc3ccccc32)CCN1CCc1ccccc1 (centres undefined)
→ -3	8	-3	-2	-1	-0.6	-3	2	-3
CCCCCCC1CC(CSC(=N)N)OC1=O (centres undefined)
→ -9	14	1	0	8	1.1	-9	-2	0
CC(C)OCCCNC(=O)CN1CCN(Cc2ccccc2Cl)C1=O
→ -3	14	1	-8	14	0.1	-10	-10	17
COC(=O)[C@@]1(Cc2ccccc2)[C@H]2C(=O)N(C)C(=O)[C@H]2[C@H]2CN=C(SCc3ccccc3)N21
→ 0	4	1	-5	5	0.8	-6	-1	2
CN(CC(=O)Nc1ccccc1C(F)(F)F)C(=O)COc1ccccc1Cc1ccccc1
→ 3	-11	5	-4	4	0.6	4	4	-6
CCOC(=O)c1c(NC(=O)CSc2nnc(C)c(=O)[nH]2)sc(C)c1-c1ccc(C)cc1
→ 4	-5	1	-7	9	-0.1	-7	0	2
CC(=O)Nc1ccc(S(=O)(=O)Nc2ccc(N3CCCCC3)cc2)cc1
→ 3	11	3	13	-3	3.0	-8	6	-14
CCOC(=O)N1CCN(CC(=O)Nc2ccc(F)cc2)CC1
→ 0	12	0	0	-2	-0.5	-10	2	0
CSC1=N/C(=C/c2cccnc2)C(=O)N1Cc1ccc(Cl)cc1
→ 0	2	0	-6	-18	3.3	1	0	4
COc1ccccc1Sc1ccccc1/C=N/NC(N)=O
→ -3	3	0	0	1	-0.6	1	0	2
Cc1ccc(NC(=O)CCCCCN2C(=O)[C@@H]3Cc4ccccc4CN3C2=O)c(Cl)c1
→ 0	12	11	-11	-5	4.7	-4	2	4
Cc1cc2c3ccccc3ncn2n1
→ -1	-3	0	2	-8	-0.2	-10	-8	10
NC(=O)Cn1nnc(-c2ccc(CN3CCCCC3)cc2)n1
→ 2	5	1	2	5	-0.3	-9	1	10
Cc1cccc(NC(=O)CNC(=O)c2ccc(S(=O)(=O)NCc3ccco3)cc2)c1C
→ 0	6	2	-3	6	0.5	-10	-5	-3
C/C(CS(=O)(=O)c1ccc(Cl)c(Cl)c1)=N/NC(N)=S
→ -2	6	3	-5	-1	8.9	1	5	-2
CN(C)c1ccc(/C=C(\C#N)C(=O)Nc2nc3c(s2)CCN(Cc2ccccc2)C3)cc1
→ 4	-29	12	10	-9	15	17	14	-18
CCCCCOC(=O)Nc1nnc(CCC)s1
→ 0	13	-3	11	20	0.5	-3	-8	11
CNc1oc(-c2ccc(Cl)cc2)nc1C#N
→ -3	-3	1	-3	-4	0.7	-9	3	-4
O=C(CSc1oc(-c2ccc(F)cc2)nc1S(=O)(=O)c1ccccc1)NCC1CCCO1 (centres undefined)
→ 0	-5	0	2	-3	0.0	-2	5	-4
CCOc1ccc(-n2nnc3c(=O)n(CC(=O)c4ccccc4)cnc32)cc1
→ 1	0	1	-5	1	-0.1	-1	1	-1
Cc1cc(-c2csc(NC(=O)C3=COCCO3)n2)c(C)n1C
→ 4	4	0	3	-2	0.2	1	5	-1
CN1CCCC(OC(=O)/C(C#N)=C/c2ccccc2)C1 (centres undefined)
→ -2	7	0	5	-1	0.5	0	5	6
COC(=O)[C@]1(Cc2ccccc2)N[C@H](CN(C)C(=O)c2ccc(F)cc2)[C@@H]2C(=O)N(Cc3ccccc3)C(=O)[C@@H]21
→ -2	10	2	-7	1	0.1	-13	-8	0
COCCn1c(-c2ccc(Cl)cc2)cnc1SCC(=O)NCc1cccs1
→ -8	4	0	7	-6	1.7	2	5	-10
COc1ccccc1NC(=O)NNC(=O)CCc1ccccc1
→ 0	5	1	-3	-5	1.1	-13	0	-3
CCOc1ccccc1N1CCN(C(=O)c2ccccc2SCC(=O)N2CCCC2)CC1
→ 2	13	15	-4	-7	10	-2	7	-13
COc1ccc(Cn2c(SCc3cc(C)ccc3C)nc3cc(OC)c(OC)cc3c2=N)cc1
→ 1	-4	4	5	10	0.3	11	-1	4
Cc1cccc(Nc2nc3ccccc3s2)c1C
→ 4	32	4	-5	1	12	-16	3	-7
O=C(NNC(=S)NC1CCCCC1)c1ccccc1Cl
→ 1	2	8	-9	-4	4.1	-18	13	-6
CCOC(=O)c1ccc(NC(=S)NCCc2ccccc2F)cc1
→ 3	-14	27	29*	-25	15*	25*	30*	-34
Cc1nnn(-c2nonc2N)c1C(=O)NNC(=O)c1ccc(Cl)c(Cl)c1
→ 8	5	4	8	-7	4.0	-3	7	-5
CN(Cc1nc2ccc(Cl)cc2[nH]1)Cc1nc(-c2cnccn2)no1
→ -1	18	2	-2	10	1.2	1	3	0
COc1ccc(CCNC(=O)CN(C)S(=O)(=O)c2cccs2)cc1OC
→ -2	-4	2	-6	19	0.6	1	-1	1
CCCCn1c(SCC(=O)c2ccc(OCC)cc2)nc2cc(S(N)(=O)=O)ccc21
→ -6	6	0	0	-1	0.1	-5	6	-5
Fc1ccc(-c2cn3ccccc3n2)cc1
→ 0	12	0	-2	-3	0.2	-8	6	5
COc1ccccc1CNC(=O)COc1ccccc1OC
→ -9	7	1	-8	-4	0.2	-9	-7	5
CCNC(=O)CSc1nnc(-c2cccc(S(=O)(=O)N(CC)CC)c2)n1CCc1ccccc1
→ 2	0	3	3	6	2.0	-22	4	2
O=C(NCc1ccncc1)C1CCN(C(=O)c2cccc(Cl)c2)CC1
→ -5	24	1	-3	4	0.6	-8	8	-10
COc1ccc(NC(=O)CN(c2ccccc2OC)S(=O)(=O)c2cccs2)cc1Cl
→ 3	-8	5	-18	6	-0.6	-5	5	-2
CCOC(=O)c1cnc2ccc(OCC)cc2c1NCc1ccccc1
→ -7	12	-3	-4	-3	2.3	-3	12	-17
CCOC(=O)c1c(NC(=O)CSc2nnc(-c3ccco3)o2)sc(C)c1C
→ -2	13	1	0	36*	0.2	-3	2	0
CCOC(=O)Cc1csc(NC(=O)c2ccc(S(=O)(=O)N3CCOCC3)cc2)n1
→ 4	1	7	-13	-1	4.3	-3	6	-1
Cc1ccc([C@H]2C(C#N)=C(N)Oc3cc(C)oc(=O)c32)o1
→ 0	0	2	9	7	-0.1	-1	-5	-5
CCOC(=O)C1CCN(C(=O)CCS(=O)(=O)c2ccc3c(c2)CCN3C(=O)CC)CC1
→ -4	-6	1	-7	1	-0.4	17	11	-6
O=[N+]([O-])c1ccc(Cl)c(S(=O)(=O)Nc2cccc(-c3ccc(N4CCCC4)nn3)c2)c1
→ -5	7	2	-12	-4	0.8	5	-4	4
Cc1cc(=O)oc2cc(OCc3ccc(C(=O)OCC(=O)Nc4ccc(N(C)C)cc4)cc3)ccc12
→ -1	24	3	5	-1	1.6	-10	-14	6
[O-][n+]1c2c(nn1-c1ccccc1Cl)-c1nonc1CC2
→ -2	23	1	-14	22	-0.1	-12	-12	8
O=C(COC(=O)c1ccc2ccccc2n1)NC1CCCCC1
→ 3	7	0	2	-1	0.5	-15	4	-6
Cc1ccc2c(c1)-c1c(cnn1CC(=O)NC(C)CCc1ccco1)CO2 (centres undefined)
→ -2	21	2	-13	3	0.7	-3	-9	10
COC(=O)C1=C(C)NC(=O)/C1=C\c1cc(C)n(-c2c(C)cccc2C)c1C
→ 1	17	5	1	1	1.1	-19	-3	0
CC(=O)Oc1ccc(C)cc1-n1nc2ccccc2n1
→ -1	-5	0	3	-4	-0.4	24*	2	-4
CCOC(=O)C1=NNC2(c3ccc(Cl)cc3)C(=O)N(c3cc(C)cc(C)c3)C(=O)C12 (centres undefined)
→ 1	0	-1	3	8	-0.1	-6	-1	9
O=C(N1CCOCC1)N(CCN1CCOCC1)Cc1cccc(Cl)c1
→ 0	-4	1	0	-2	0.1	-1	-3	0
O=C(Nc1ccc(Br)cc1Cl)Nn1cnnc1
→ -3	19	0	-5	15	0.5	-3	-7	4
COc1ccccc1C1C(C#N)=C(N)Oc2cc(C)n(CCCn3ccnc3)c(=O)c21 (centres undefined)
→ -4	8	0	5	-6	0.2	-14	2	2
CC(C(=O)NCc1ccc(F)cc1)c1ccc([N+](=O)[O-])cc1 (centres undefined)
→ -2	15	2	-6	-2	2.1	-10	4	-8
Nc1nc(COc2ccc(F)cc2)nc(N2CCCCC2)n1
→ 0	14	1	6	-5	0.7	-15	16	-2
COc1cc(NS(=O)(=O)c2c(C(=O)N3CCOCC3)c(C)n(C)c2C)cc(OC)c1OC
→ -3	-7	0	3	1	-0.1	0	4	4
Nc1ncccc1C(=O)OCC(=O)N1CCN(S(=O)(=O)c2ccc(Cl)cc2)CC1
→ -2	0	5	0	-2	2.5	-16	7	-4

11 of these compounds, reformatted.
molecule,M5 ag,CHO-K1 Ca PAM,M4 ag,M4 antag,M4 PAM,CHO-K1 Ca ag,CHO-K1 Ca antag,M5 antag,M5 PAM
Fc1ccc(-c2cn3ccccc3n2)cc1,0,12,0,-2,-3,0.2,-8,6,5
COc1ccccc1CNC(=O)COc1ccccc1OC,-9,7,1,-8,-4,0.2,-9,-7,5
CCNC(=O)CSc1nnc(-c2cccc(S(=O)(=O)N(CC)CC)c2)n1CCc1ccccc1,2,0,3,3,6,2.0,-22,4,2
O=C(NCc1ccncc1)C1CCN(C(=O)c2cccc(Cl)c2)CC1,-5,24,1,-3,4,0.6,-8,8,-10
COc1ccc(NC(=O)CN(c2ccccc2OC)S(=O)(=O)c2cccs2)cc1Cl,3,-8,5,-18,6,-0.6,-5,5,-2
CCOC(=O)c1cnc2ccc(OCC)cc2c1NCc1ccccc1,-7,12,-3,-4,-3,2.3,-3,12,-17
CCOC(=O)c1c(NC(=O)CSc2nnc(-c3ccco3)o2)sc(C)c1C,-2,13,1,0,36*,0.2,-3,2,0
CCOC(=O)Cc1csc(NC(=O)c2ccc(S(=O)(=O)N3CCOCC3)cc2)n1,4,1,7,-13,-1,4.3,-3,6,-1
Cc1ccc([C@H]2C(C#N)=C(N)Oc3cc(C)oc(=O)c32)o1,0,0,2,9,7,-0.1,-1,-5,-5
CCOC(=O)C1CCN(C(=O)CCS(=O)(=O)c2ccc3c(c2)CCN3C(=O)CC)CC1,-4,-6,1,-7,1,-0.4,17,11,-6
O=[N+]([O-])c1ccc(Cl)c(S(=O)(=O)Nc2cccc(-c3ccc(N4CCCC4)nn3)c2)c1,-5,7,2,-12,-4,0.8,5,-4,4

Screens: PubChem BioAssay, The Scripps Research Institute Molecular Screening Center
